Screens: PubChem, several laboratories
PfHsp90 yeast 2: growth inhibition of PfHsp90-expressing yeast, primary screen, antimalarial PfHsp90 inhibitor project, S. cerevisiae, BacTiter-Glo luminescence, single point, set 2. BacTiter-Glo ATP, 48 h; yeast lacking PDR1 and PDR3 efflux regulators. inhibition, % at 9.4 µM. hit rate 0.32% among 310,000. AID 504621, 2011;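 active means every replicate shows inhibition above about 80%, whatever the replicate mean, limit read from the data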;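 further: 0% = DMSO neutral controls and 100% = 20 µM radicicol positive controls; yeast relying on Plasmodium falciparum Hsp90 in place of its own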
C-LANA FP: inhibitors of KSHV C-LANA binding to DNA, primary screen, biochemical, fluorescence polarization, FAM-LBS DNA, MBP-C-LANA, single point. Kaposi's sarcoma herpesvirus LANA C-terminal domain (residues 932-1162) DNA binding. AID 504423, 2011. inhibition, % at 9 µM. hit rate 0.078% among 340,000;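 active means highest replicate inhibition at or above 60% at 9 µM, even if other replicates fall short; inactive means all replicates below 60% inhibition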;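 further: 0% = neutral control wells and 100% = 4 µM acridine orange control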
NSD2 inh: NSD2 histone methyltransferase inhibitors, primary screen, biochemical, AlphaScreen, single concentration, set 2 | Histone-lysine N-methyltransferase NSD2 (Homo sapiens), O96028 | NSD2 peptide methylation, 120 min | inhibition, % at 12.5 µM | hit rate 0.54% among 310,000; in the data active means inhibition above about 50%
PvdQ acylase: P. aeruginosa PvdQ acylase inhibitors, primary screen, biochemical, fluorescence, plate reader and imaging, single point; PvdQ acylase [Pseudomonas aeruginosa LESB58]; hit rate 0.063% among 340,000; inhibition, % at 10 µM; purified PvdQ acylase; in the data active means inhibition above about 30%, passing the limit was not always enough;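 further: 0% = vehicle neutral wells and 100% = reference inhibitor wells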
dFosB activator: activators of delta FosB homodimer, primary screen, biochemical, fluorescence polarization, TAMRA-CDK5 oligo, single point. Protein FosB (Mus musculus), P13346. activation, % at 25 µM. purified delta FosB; percent of positive-control signal above neutral wells. hit rate 0.99% among 340,000;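 active means mean activation above about 17%, with every replicate also reaching it, limit read from the data, passing the limit was not always enough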;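 further: fluorescence polarization rise as delta FosB binds a TAMRA Cdk5 AP-1 oligo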
Keap1-Nrf2 PPI: Keap1-Nrf2 protein-protein interaction inhibitors, primary screen, biochemical, fluorescence polarization, single point. hit rate 0.15% among 340,000. inhibition, % at 9.4 µM. Keap1 Kelch-Nrf2 peptide fluorescence polarization, 1536-well; in the data active means inhibition above about 12%;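 further: human Keap1 Kelch domain with fluorescein labeled Nrf2 9mer peptide probe; 0% = neutral control wells and 100% = peptide positive control; higher means more block of Keap1 binding to Nrf2 peptide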
cardiac RTF act: cardiac RTF calcium sensitivity activators, primary screen, biochemical, IANBD-TnC fluorescence, EC20 calcium | Troponin I, cardiac muscle (Homo sapiens) + Troponin T, cardiac muscle (Homo sapiens) + … | IANBD-labeled TnC RTF fluorescence at EC20 calcium; 0% EC20 calcium, 100% full calcium | activation, % at 7.2 µM | hit rate 0.24% among 340,000;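 active means activation above the mean over all tested compounds plus 3 SD, cut at about 30% in these data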;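 further: rise in fluorescence read as greater calcium sensitivity of cardiac thin filaments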
RTF Ca sens inh: cardiac RTF calcium sensitivity inhibitors, primary screen, biochemical, IANBD-TnC fluorescence, EC70 calcium | hit rate 0.12% among 340,000 | AID 493244, 2011 | inhibition, % at 7.15 µM | IANBD-labeled cardiac RTF, Ca2+ fluorescence;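 active means inhibition above the mean inhibition of all tested compounds plus 3 SD, cut at about 17% in these data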;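 further: assay run at fixed EC70 calcium of 1.6 mM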
Mot1-301 SUMO: yeast Mot1-301 growth rescue at high temperature, primary screen, SUMOylation pathway inhibitor project, S. cerevisiae, ATP luminescence, 38.5C | growth rescue, % at 18.8 µM | S. cerevisiae Mot1-301 growth rescue; percent above DMSO median, 100 means doubled | hit rate 1% among 320,000;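 active means every valid replicate shows activation above 250% relative to neutral control wells; inactive means the rest, any valid replicate at or below 250%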;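 further: OY570 slx delta 5 strain wells were the positive control but not used for scaling; some compounds called inactive have numbers as strong as hits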
Rtt109 HAT inh: inhibitors of C. albicans Rtt109/Vps75 HAT, primary screen, biochemical, ThioGlo CoA-SH fluorescence, plate reader; Histone acetyltransferase RTT109 (Candida albicans (strain SC5314 / ATCC MYA-2876)), …; purified Rtt109/Vps75, 4 h; inhibition, % at 34.9 µM; hit rate 0.16% among 330,000; AID 540336, 2011;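 active means inhibition of at least 50% in every replicate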
Target sequence (Q5AAJ8 whole entry, looked up): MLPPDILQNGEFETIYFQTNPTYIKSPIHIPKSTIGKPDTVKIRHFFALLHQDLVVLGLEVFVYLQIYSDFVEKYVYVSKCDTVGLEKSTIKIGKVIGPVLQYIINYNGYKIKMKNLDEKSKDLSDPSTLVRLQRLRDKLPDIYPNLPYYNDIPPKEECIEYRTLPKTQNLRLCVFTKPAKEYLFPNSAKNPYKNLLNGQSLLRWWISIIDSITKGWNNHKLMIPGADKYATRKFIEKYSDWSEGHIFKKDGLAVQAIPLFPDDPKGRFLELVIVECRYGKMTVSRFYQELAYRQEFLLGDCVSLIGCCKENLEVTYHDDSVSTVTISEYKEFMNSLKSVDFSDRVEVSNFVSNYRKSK
CDK5 inh: inhibitors of human CDK5/p35 kinase, primary screen, biochemical, single concentration. Cyclin-dependent kinase 5 (Homo sapiens) + Cyclin-dependent kinase 5 activator 1 (Homo …. Recombinant CDK5/p35, ADP-Glo luminescence, 60 min. inhibition, % at 10 µM. hit rate 0.01% among 330,000. AID 488839, 2010;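 active means highest replicate inhibition of at least 50% and at least 75% of replicates reaching 50%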;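 further: plate controls were DMSO neutral control for no effect and GW8510 at 10 µM for full effect; many of its hits are not listed in these tables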
Target sequence (Q00535 whole entry, looked up): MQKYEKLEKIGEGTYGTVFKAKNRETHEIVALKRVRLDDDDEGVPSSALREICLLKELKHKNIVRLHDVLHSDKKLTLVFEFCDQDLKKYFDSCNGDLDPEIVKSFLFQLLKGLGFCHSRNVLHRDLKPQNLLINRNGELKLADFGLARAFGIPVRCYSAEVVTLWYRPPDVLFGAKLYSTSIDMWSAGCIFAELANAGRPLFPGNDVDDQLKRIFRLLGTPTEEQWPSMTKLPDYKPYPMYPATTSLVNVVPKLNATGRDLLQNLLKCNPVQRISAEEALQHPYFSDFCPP
Target sequence (Q15078 whole entry, looked up): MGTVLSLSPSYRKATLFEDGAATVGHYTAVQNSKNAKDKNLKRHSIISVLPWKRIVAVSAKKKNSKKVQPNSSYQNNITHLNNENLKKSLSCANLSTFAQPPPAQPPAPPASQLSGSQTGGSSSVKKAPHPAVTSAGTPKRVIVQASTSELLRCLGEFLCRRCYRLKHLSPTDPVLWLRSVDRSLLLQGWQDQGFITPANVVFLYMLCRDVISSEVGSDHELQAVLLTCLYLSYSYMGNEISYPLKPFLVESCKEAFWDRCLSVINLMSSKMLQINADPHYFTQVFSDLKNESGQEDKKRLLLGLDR
Active calls of the source: *; nt = not tested or not shown.

Each structure is followed by: PfHsp90 yeast 2, C-LANA FP, NSD2 inh, PvdQ acylase, dFosB activator, Keap1-Nrf2 PPI, cardiac RTF act, RTF Ca sens inh, Mot1-301 SUMO, Rtt109 HAT inh, CDK5 inh
Cc1ccc(NC(=O)C2CC(Cl)=CCC2C(=O)O)c([N+](=O)[O-])c1 (configuration not stated)
    14, 0.2, 2, -8, -4, -4, 8, 5, nt, nt, 0.5
Cc1cccc(C)c1NC(=O)C(c1ccccc1)N1CCC1=O (configuration not stated)
    nt, 1.5, 0, -2, 2, 0, 2, 1, -8, 0, -0.4
Cc1ccc(NC(=O)CSCc2ccc(F)cc2)cc1
    15, -0.2, -3, -13, 0, -2, -2, -15, 9, 8, -1.9
O=C1N/C(=C\c2ccc(N3CCOCC3)c(F)c2)C(=O)N1Cc1ccccc1
    -56, -0.4, -3, -17, -1, -9, 19, 3, 1, -2, -2.8
CC(=O)c1ccc2c(c1)c(C#N)c1ccccc1[n+]2[O-]
    -46, 3.6, nt, 7, -8, -1, 23, -18, nt, 4, 1.0
COC(=O)[C@@H]1C[C@H]2CC[C@H](O)C[C@H]2N1Cc1ccccc1OC(=O)c1cccs1
    -31, -0.4, nt, 3, -2, -15, -1, -14, 4, -5, 0.6
Cc1ccc2occ(/C=N/NC(=O)c3ccccc3Br)c(=O)c2c1
    2, -0.1, -1, -4, 3, 1, -6, -7, -5, -3, 0.7
COc1nc(-c2ccccc2)ccc1-c1noc(-c2ccco2)n1
    nt, 2.6, -4, -11, -12, -5, 10, -11, 97, 3, -2.4
COc1ccccc1N1CCN(C(=O)c2ccc(-c3nc4ccccc4s3)o2)CC1
    -16, 1.1, 7, -6, -13, -7, 3, -4, nt, 0, -4.8
COc1ccc(C(C)C)cc1S(=O)(=O)NCC1CCCO1 (configuration not stated)
    3, -1.9, 0, 4, 2, -1, -3, 0, 1, 6, 1.0
O=C1c2ccccc2C(=O)N1CCCc1cn(C[C@H]2CC[C@@H]([C@@H]3CC[C@H](Cn4cc(CCCN5C(=O)c6ccccc6C5=O)nn4)O3)O2)nn1
    1, -0.7, nt, -11, 2, 4, 0, -10, 117, -4, -1.3
COc1ccc(NC(=O)CCOc2ccc(C)cc2)cc1S(=O)(=O)N1CCCCC1
    -9, -0.9, -2, -2, -12, -3, -1, -10, -5, -1, 0.2
CCCCNC(=O)c1cn(CC(C)C)c(=O)c2c1c1ccccc1n2C
    17, -0.1, -1, -16, -2, 1, 5, -8, 188, 7, 0.0
Cc1ccc(NC(=S)N2CCc3[nH]c4ccccc4c3C2)cc1
    11, -0.9, 1, -8, -4, -4, -1, -2, 19, -4, 1.5
Cc1ccc(S(=O)(=O)Nc2ccc(F)c(S(=O)(=O)N3CCOCC3)c2)cc1
    nt, 1.6, 0, -17, 2, 0, 1, -4, -2, 3, -0.4
CNc1nc(NC)nc(NNC(=O)c2ccccc2)n1
    14, 3.0, -2, 4, -1, 4, 0, 0, nt, -4, -4.4
O=C(CSc1nc2ccccc2nc1SCC(=O)N1CCCCC1)N1CCCCC1
    10, -1.9, nt, -1, -24, -2, 1, -9, -1, -7, 0.7
COc1ccc(-c2c(-c3ccc(OC)nc3)c3ccccc3n2C)cc1
    -10, -1.1, nt, -12, -4, 0, 11, -3, -15, -19, -1.6
Cc1cc(C)n(-c2ccc(F)cc2)c(=O)c1C#N
    2, -0.2, 0, 5, -1, 1, 0, -7, 104, -1, -1.0
CCOc1ccc(CCNC(=O)CN2C(=O)NC3(CCCCC3C)C2=O)cc1OCC (configuration not stated)
    4, -0.9, 1, -4, -10, 1, -4, -10, 1, -4, -0.4
COc1ccc(C(=O)NC2CCN(S(=O)(=O)Cc3ccccc3)CC2)c(OC)c1
    -50, 0.4, -2, -5, 4, -3, -1, 2, -16, -3, -1.8
CCCCn1c(N)c(N(CCOC)C(=O)COC(=O)COc2cc(C)ccc2Cl)c(=O)[nH]c1=O
    -11, 0.1, -4, -18, -2, -1, -5, -24, nt, 0, 0.8
COCCN(C(=O)COC(=O)CCCOc1ccccc1)c1c(N)n(Cc2ccccc2)c(=O)[nH]c1=O
    26, nt, -1, 2, 6, nt, -4, -11, 12, nt, -0.8
CC(C)C(NC(=O)C12CC3CC(CC(C3)C1)C2)C(=O)O (configuration not stated)
    4, 1.6, -1, 1, 8, 0, -2, 6, 301, -9, -0.8
CC(NC(=O)c1ccc(F)cc1)C(=O)NC1=NCCS1 (configuration not stated)
    16, -0.2, -1, -23, -14, -4, 12, -11, -7, -5, 1.2
N#CC1=C(SCC(=O)Nc2ccc(C(=O)O)cc2)NC(=O)CC1c1ccco1 (configuration not stated)
    20, 7.7, 12, -12, -11, 0, 7, -24, 105, 3, -1.6
COc1ccc(N2CC(O)(c3ccc(C)cc3)[N+]3=C2CCCC3)cc1 (configuration not stated)
    -6, 0.7, 0, -18, 0, 0, 3, -10, 16, -1, 0.4
CCN(CC)C1CCN(C(=O)c2ccc3nc(Cc4ccc(OC)cc4)oc3c2)C1 (configuration not stated)
    2, -0.7, 19, 0, -4, -1, -4, 6, nt, 14, -0.9
Nc1nnc(SCC(=O)Nc2cc(S(=O)(=O)N3CCOCC3)ccc2Cl)s1
    nt, -0.6, 0, -14, -11, -1, 3, -8, 15, 1, 0.2
N#CCCN(C(=O)COC(=O)C1=NNC(=O)CC1)c1ccccc1
    nt, -1.1, 0, 4, -1, 4, -4, -5, 23, -9, 0.9
O=C(O)c1cc2nc(-c3cccs3)cc(C(F)(F)F)n2n1
    1, 0.9, 3, -1, -1, -1, 3, -9, -4, -16, -0.6
Cc1ccc(C(=O)CCC(=O)Nc2ccccc2F)cc1
    -14, -0.5, -2, -4, 10, -6, -4, -3, 120, 7, -1.0
O=c1nc(N2CCCCC2)nc(Nc2ccccc2)[nH]1
    -8, -0.8, 2, -17, -9, -4, -3, -14, -1, -1, -1.1
O=C(NC12CC3CC(CC(C3)C1)C2)c1ccccc1O
    9, 2.4, -5, -6, 1, -5, 0, -14, 72, -14, 0.4
O=C(C[n+]1ccc(C(=O)N/N=C/c2ccc(Br)cc2)cc1)c1ccccc1
    15, 2.0, nt, -5, -15, -1, 9, -1, -21, 1, 9.0
Oc1ccc(/C=N/N(Cc2ccccc2)c2ccccc2)c(O)c1O
    15, -1.0, 30, -15, -10, -4, 4, -8, nt, 9, 0.4
Cc1ccccc1NC(=O)Cc1nc(-c2ccc3ccccc3c2)cs1
    -19, 0.8, -1, 2, -6, -2, -3, -8, 1, 1, -0.5
O=C(Nc1cccnc1)c1ccc(COc2cc(Cl)ccc2Cl)o1
    -11, 1.5, -1, 0, 2, 2, -2, 1, 14, 2, -1.4
Cc1nnc(NS(=O)(=O)c2ccc(N=Nc3ccc(N)nc3N)cc2)s1
    -8, 11, 22, 10, -4, -10, -4, 3, nt, -3, 0.1
COC(=O)c1nc(N)sc1-c1ccc(Cl)cc1
    -44, 0.2, 0, -17, 2, 0, -5, -6, -12, -6, -0.2
COc1ccccc1C(=O)NC(=O)COC(=O)C1CC1
    -27, -11, 4, -2, -1, -1, 2, 0, 4, 7, 3.9
COc1ccc(NC(=S)N(Cc2cccnc2)Cc2cc3cc(OC)c(OC)cc3[nH]c2=O)cc1
    -32, -0.3, 0, -7, 0, -1, -2, 1, 8, nt, -0.3
CC(=O)Nc1nnc(SCC(=O)NC(C)(C)C)s1
    -2, 2.6, -5, -11, -1, -1, 2, 4, -8, 3, -1.6
COc1cc(-c2nnc(SCC(=O)NC3CCCC3)n2C)cc(OC)c1O
    1, -0.4, -4, -9, -7, 0, 1, -12, -5, -1, 0.2
CC(C)C1N=C2c3ccccc3N=C(SCC(=O)NCCc3ccc(S(N)(=O)=O)cc3)N2C1=O (configuration not stated)
    -2, 0.6, 17, 5, -3, -3, 4, 8, 5, nt, 0.2
CN1CCN(CC(O)Cn2c3ccccc3c3ccccc32)CC1 (configuration not stated)
    15, 3.0, 5, -1, 4, -2, -1, -6, -7, -1, -0.5
O=C(c1cc2ccccn2n1)N1CCN(Cc2ccccc2)CC1
    -12, -0.7, nt, -2, -2, -1, 5, 0, 15, -7, 1.5
CC(=O)Nc1ccc(/C=C2\CCc3ccccc3C2=O)cc1
    30, 0.8, 4, -11, -19, -3, 3, -10, 8, 4, 1.5
CC1CCN(C(=O)c2ccc(CS(=O)(=O)Cc3ccccc3)cc2)CC1
    -4, -0.2, 0, 7, -5, 1, -4, -9, 3, 8, 0.9
Cc1cc(OCC(=O)Nc2ccc(S(=O)(=O)N3CCN(C)CC3)cc2)ccc1Cl
    -8, -2.0, 1, -7, -19, -4, 0, -9, -3, 2, 0.5
O=C(CNC(=O)c1ccc(Br)o1)OCC(=O)c1cccc([N+](=O)[O-])c1
    6, -0.2, nt, -14, -2, -4, 3, -10, 85, -3, -1.6

Outcome played no part in choosing rows. About 3.2% of those tested had a hit in this group.
